# SENP7 block = inhibitors of human SENP7 protease | AID 434973 | actives 1.5% (n = 330,000) | inhibition, % at 5 µM | Q9BQF6 | recombinant SENP7, Z-RLRGG-aminoluciferin luminescence, 40 min;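 active means inhibition above about 50% at the single test dose, limit read from the data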;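 further: plate controls were DMSO with enzyme for no effect and no enzyme buffer wells for full effect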
# Target sequence (Q9BQF6 706-1050 limits assumed): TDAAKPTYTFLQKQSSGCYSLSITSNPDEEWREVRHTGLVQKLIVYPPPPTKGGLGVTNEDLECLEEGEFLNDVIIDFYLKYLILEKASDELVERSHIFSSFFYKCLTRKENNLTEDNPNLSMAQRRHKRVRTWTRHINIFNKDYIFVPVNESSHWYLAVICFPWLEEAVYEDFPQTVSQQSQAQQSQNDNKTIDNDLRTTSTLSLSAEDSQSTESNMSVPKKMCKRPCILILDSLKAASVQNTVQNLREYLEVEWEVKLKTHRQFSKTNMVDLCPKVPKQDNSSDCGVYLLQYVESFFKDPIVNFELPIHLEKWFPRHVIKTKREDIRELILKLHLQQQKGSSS
# Gli-Sufu block = Gli-Sufu pathway antagonism; Sufu-KO-LIGHT fibroblasts, Gli luciferase reporter luminescence; inhibition, % at 5 µM; actives 0.74% (n = 340,000);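 active means inhibition above about 55%, limit read from the data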;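 further: 0% = DMSO-treated cells and 100% = wells with medium but no cells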
# HKDC1 inhibitor = HKDC1 (human) hexokinase inhibition | Q2TB90 | recombinant HKDC1, G6PDH/diaphorase resazurin coupled fluorescence | inhibition, % at 20 µM | actives 0.16% (n = 340,000) | AID 493160;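 active means inhibition above about 35% when tested at 20 µM, limit read from the data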;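 further: plate controls were DMSO wells with enzyme for no effect and DMSO wells lacking enzyme for full effect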
#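 Test system: HK5 enzyme. Quantity: 5 µg/mL HK5 final. Reagent: glucose and ATP substrates. Schedule: 90 min reaction incubation at room temperature, dark. Technique: resazurin-to-resorufin fluorescence via G6PDH and diaphorase coupling, 525/613 nm. Control set: DMSO wells with and without enzyme mix.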
# UBC13 inh = blocks human UBC13 polyubiquitin chain formation | P61088 | TR-FRET | inhibition, % at 20 µM | actives 0.47% (n = 330,000) | AID 485273; in the data active means inhibition above about 45%, passing the limit was not always enough
# Target sequence (P61088 whole entry, looked up): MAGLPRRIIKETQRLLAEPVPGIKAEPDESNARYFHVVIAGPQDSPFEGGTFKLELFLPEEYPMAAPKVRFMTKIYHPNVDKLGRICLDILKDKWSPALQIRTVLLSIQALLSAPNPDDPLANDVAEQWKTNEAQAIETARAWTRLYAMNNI
# Apaf1 inhib = inhibitors of human Apaf-1 apoptosome | O14727 | reconstituted apoptosome caspase-3 activity, DEVD-Rh110 fluorescence | inhibition, % at 20 µM | actives 0.71% (n = 330,000); active means inhibition of at least 40% at 20 µM;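 further: plate controls were DMSO wells for no effect and DEVD-CHO caspase inhibitor wells for full effect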
#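 Medium: Hepes buffer, pH 7.5 / System: biochemical Apaf-1 apoptosome reconstitution / Measured by: Rh110 fluorescence, excitation 480 nm, emission 540 nm / Times: compound with Apaf-1, dATP, procaspase-3 30 min, then 50 min reaction, room temperature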
# 697 NFkB inh = lowers PMA/ionomycin-induced NF-kB signal in 697 B cells | 697 B-cell NF-kB luciferase reporter, 16 h | AID 435022 | inhibition, % at 4 µM | actives 0.33% (n = 330,000); in the data active means inhibition above about 35%
# SENP8 inh = blocks the human protease SENP8 | AID 2540 | actives 1.2% (n = 330,000) | purified SENP8, Z-RLRGG-aminoluciferin cleavage, luminescence | inhibition, % at 10 µM
# Target sequence (Q96LD8 whole entry, looked up): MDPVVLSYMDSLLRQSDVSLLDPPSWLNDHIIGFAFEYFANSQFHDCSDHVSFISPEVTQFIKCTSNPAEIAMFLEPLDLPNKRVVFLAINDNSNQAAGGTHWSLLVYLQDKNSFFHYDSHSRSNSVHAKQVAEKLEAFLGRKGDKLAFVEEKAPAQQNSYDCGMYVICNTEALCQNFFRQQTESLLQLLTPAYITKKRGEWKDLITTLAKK
# Jurkat NFkB inh = inhibitors of the PMA/ionomycin-induced NF-kB reporter in Jurkat cells; PMA/ionomycin-induced NF-kB luciferase reporter, luminescence; inhibition, % at 4 µM; actives 0.53% (n = 330,000)
# An asterisk follows results filed as active. Unless noted, no stated cut-off is given here; in the data, active means inhibition above about 50%; inactive means the rest. An unsorted share of the library. Share with any hit: about 3.6%.
no.	SMILES	SENP7 block	Gli-Sufu block	HKDC1 inhibitor	UBC13 inh	Apaf1 inhib	697 NFkB inh	SENP8 inh	Jurkat NFkB inh
1	CCc1ccc(-n2c(Cc3ccccc3)n[nH]c2=S)cc1	-5.7	8.2	-4.5	-7.9	5.5	-3.9	-4.2	12.2
2	CC(CNCC1CCCO1)COc1ccccc1 (configuration not stated)	-4.9	-6.0	-3.4	-0.3	12.6	-6.7	-4.0	0.6
3	Cc1cccc(N2C(=O)c3ccc(C(=O)Nc4ccccn4)cc3C2=O)c1	-17.6	-5.0	-14.1	-3.9	5.7	17.0	-10.2	10.8
4	CCCOc1ccc(-c2c(C(=O)N/N=C(\C)COc3ccccc3)nnn2-c2nonc2N)cc1	7.7	-8.9	3.6	-0.4	14.7	13.6	5.2	-1.8
5	CN1C(=O)CC(N2CCN(C(=O)CN3CCCC3)CC2)C1=O (configuration not stated)	4.7	5.5	-3.8	8.3	-3.5	6.9	-3.0	-8.4
6	COc1ccc(/C(N)=N/OC(=O)c2ccc(OC)c([N+](=O)[O-])c2)cc1OC	4.2	-0.3	-0.5	5.7	-6.9	13.6	9.6	-12.3
7	COc1ccc(C(NCC(=O)Nc2c(C)cccc2C)c2ccccc2)cc1 (configuration not stated)	-0.4	0.1	1.6	2.4	13.2	-1.9	-4.6	8.5
8	Cc1cc(C)nc(SCC(=O)N2CCOCC2)n1	6.3	2.1	0.2	1.5	-10.3	12.7	9.3	4.9
9	CCN(C(=O)Cc1cccs1)c1nnc(-c2cccnc2)s1	9.4	-10.7	1.5	-3.4	3.8	-34.8	3.0	-9.1
10	O=C(CSc1nccn1-c1ncc(C(F)(F)F)cc1Cl)c1ccc(Cl)cc1	-12.0	0.2	4.0	-3.4	13.1	-57.3	-0.4	-48.8
11	Cn1c(N)c(C(=O)CSc2nnc(C3CC3)n2-c2ccccc2)c(=O)n(C)c1=O	3.1	-1.5	-1.6	9.2	-6.9	13.8	3.7	8.5
12	COc1cccc(NC2=NCCCCC2)c1	4.2	-3.0	-5.9	6.7	-5.7	15.2	0.4	6.9
13	OC(CNC1CCCCC1)COCCOc1ccc(Br)cc1 (configuration not stated)	4.6	25.6	12.2	14.2	-9.5	7.1	-6.1	0.9
14	CC(=O)NC(Cc1ccccc1)Cc1ccccc1	-3.0	17.4	-0.8	-0.5	2.8	11.8	-1.6	1.2
15	CCCN(CC(=O)Nc1ccccc1C)C(=O)COc1c(Cl)cccc1Cl	2.1	12.8	-3.0	2.7	3.3	3.0	0.3	15.5
16	Cc1ccccc1C(=O)N1CCC(C(=O)Nc2ccc(S(=O)(=O)N(C)C(C)C)cc2)CC1	0.6	9.3	-7.8	2.2	8.5	-0.3	3.0	4.6
17	Cc1cc(NC(=O)c2ccccc2NS(=O)(=O)c2c(C)c(C)cc(C)c2C)no1	9.8	8.7	-12.7	6.9	15.9	3.1	-10.1	1.2
18	Oc1c(C(Nc2nc3ccccc3s2)c2ccco2)ccc2cccnc12 (configuration not stated)	-13.7	43.1	-29.3	-8.7	-10.0	-132.7	-8.7	-4.9
19	O=C1C2C3c4ccccc4C(c4ccccc43)C2c2nc3ccccc3n21 (configuration not stated)	-4.5	24.1	0.5	-4.1	14.7	-95.5	-10.4	1.8
20	COc1cccc(-c2ccc(C#N)c(SCC(=O)NCCc3ccc(Cl)cc3)n2)c1	-0.1	1.2	-9.0	-4.6	1.5	-10.9	-13.1	-3.0
21	Cc1[nH]n(-c2cccc(Cl)c2)c(=O)c1C=NCc1ccco1	23.3	-103.0	-10.9	10.8	3.4	-158.5	23.3	-108.8
22	COc1ccc(C(=O)Oc2cc(N)n(S(=O)(=O)c3ccc(C)cc3)n2)cc1	6.9	-1.4	8.0	1.9	11.3	4.0	-3.0	5.9
23	CC(C)N=C1NN=C(c2cccs2)CS1	-0.9	-72.0	-7.1	-36.0	5.2	0.7	-11.3	-10.1
24	CC(C)(C)c1ccc(Cn2nnc3c(=O)[nH]c(C4CCCN(C(=O)Cc5cccs5)C4)nc32)cc1 (configuration not stated)	-3.4	-10.9	-1.4	-4.9	33.0	-16.8	1.4	-2.0
25	COc1cc(C(=O)OCC(=O)N(CC(C)C)C2CCS(=O)(=O)C2)ccc1OCC(C)C (configuration not stated)	-5.5	-4.2	-6.5	-12.0	4.6	-25.3	9.2	-11.1
26	COc1ccc(S(=O)(=O)NCCc2c[nH]c3ccc(Cl)cc23)cc1	-5.9	-10.4	0.2	14.2	-0.9	10.6	6.4	-2.3
27	C=CCNC(=O)Nc1ccc2oc(C)nc2c1	7.8	2.1	-8.0	0.9	-4.5	9.8	-14.1	-14.8
28	CN(Cc1cnccn1)C(=O)CC1C(=O)NCCN1Cc1c(F)cccc1Cl (configuration not stated)	5.8	4.6	-6.1	-13.8	-13.6	14.6	-1.5	11.0
29	CSc1nnc(-c2ccccc2)n1C	-14.6	2.9	-5.0	2.6	5.4	-4.6	-6.7	3.8
30	Cc1nn(C(C)C(=O)N/N=C/c2ccc(N(C)C)cc2)c(C)c1[N+](=O)[O-] (configuration not stated)	-5.5	0.1	2.6	7.1	-0.7	7.6	3.5	-9.7

# Limited to SENP8 inh, Gli-Sufu block and UBC13 inh (four entries from above):
No.	mol	SENP8 inh	Gli-Sufu block	UBC13 inh
1	CCc1ccc(-n2c(Cc3ccccc3)n[nH]c2=S)cc1	-4.2	8.2	-7.9
2	CC(CNCC1CCCO1)COc1ccccc1 (configuration not stated)	-4.0	-6.0	-0.3
3	Cc1cccc(N2C(=O)c3ccc(C(=O)Nc4ccccn4)cc3C2=O)c1	-10.2	-5.0	-3.9
4	CCCOc1ccc(-c2c(C(=O)N/N=C(\C)COc3ccccc3)nnn2-c2nonc2N)cc1	5.2	-8.9	-0.4

# Other structures follow.
no.	SMILES	SENP7 block	Gli-Sufu block	HKDC1 inhibitor	UBC13 inh	Apaf1 inhib	697 NFkB inh	SENP8 inh	Jurkat NFkB inh
31	COC(=O)C(CC(=O)c1ccccc1)CC(=O)c1ccccc1	-10.6	1.1	-2.6	-0.4	8.0	-5.3	-2.8	-17.4
32	Nc1nonc1C(=O)N1CCCC1	-3.6	13.4	-1.3	-6.6	1.8	9.4	-10.5	-9.1
33	COc1ccc(Nc2nnc(SC(C(=O)Nc3ccc(OC)c(Cl)c3)c3ccccc3)s2)cc1 (configuration not stated)	4.1	15.2	10.4	-12.6	0.6	-11.7	-4.1	-7.8
34	CCOC(=O)C1(S(=O)(=O)c2ccc(Cl)cc2)CCN(Cc2ccc(C)cc2)CC1	-10.3	-2.7	4.7	-4.2	22.3	-13.1	-11.8	-1.9
35	O=C(O)CCNC(=S)Nc1cccc(F)c1	-9.7	-0.7	-4.2	0.5	-4.1	1.6	-10.6	3.0
36	COc1ccc(-c2cc3ccc(OCC(C)=O)cc3oc2=O)cc1OC	0.6	-50.8	-4.7	16.5	-0.8	-52.1	-0.5	-71.3
37	Cc1ccc(/C=N/NC(=O)c2ccc3ccccc3c2)s1	-3.0	-16.1	-12.3	-14.2	12.8	-40.3	-4.7	51.5*
38	CCC(NC(=O)c1ccccc1NC(=O)C(C)(C)C)C(=O)N1CC(C)OC(C)C1 (configuration not stated)	2.3	1.6	0.0	3.9	2.4	-3.9	-8.5	-2.0
39	CN(C)S(=O)(=O)c1cccc(NC(=O)COC(=O)c2ccc3c(c2)OCO3)c1	4.4	-1.0	4.6	7.6	-13.5	2.3	1.2	9.2
40	CCOc1cc2[nH]c(=O)n(CCCCCC(=O)NCc3ccco3)c(=O)c2cc1OCC	11.1	11.4	-0.8	7.6	-8.2	15.2	-2.3	8.6
41	O=C(CCCn1c(SCc2cc(=O)n3ccccc3n2)nc2ccccc2c1=O)NCC1CCCO1 (configuration not stated)	-7.0	-4.2	-2.9	6.5	3.6	26.8	-0.5	16.6
42	COc1ccc(CCNC(=O)CCCC(=O)n2nc(C)c3ccccc32)cc1OC	5.6	-7.7	-1.0	18.6	2.9	-14.2	-8.8	-4.1
43	O=[N+]([O-])c1ccc(S(=O)(=O)N/N=C/c2ccco2)cc1	-1.7	-1.9	-6.2	-7.9	4.4	11.3	4.8	-0.2
44	CC(=O)N1CCc2c(sc(NC(=O)c3ccc(S(=O)(=O)N(C)C)cc3)c2C#N)C1	-0.7	-4.0	-3.3	-25.2	15.3	-13.5	-9.1	-14.1
45	O=c1c(-c2nn[nH]n2)coc2ccc(Cl)cc12	-7.5	-5.2	2.4	-16.2	0.1	4.9	-4.2	-3.6
46	COc1ccc(NC(=O)CSc2ccccc2)cc1S(=O)(=O)N1CCOCC1	-9.4	-1.1	-5.1	-3.7	1.3	15.6	-2.8	6.4
47	COCCn1nnnc1C(c1ccc(OC)cc1)N1CCN(c2ccccc2F)CC1 (configuration not stated)	-3.5	11.2	1.9	-2.2	5.9	-22.0	0.6	11.5
48	Cc1cccc(OCCn2c(=O)oc3ccc(C)cc32)c1	0.9	-68.3	-5.1	5.6	13.2	-29.3	-2.8	-36.3
49	Cc1nc(N2CCN(C)CC2)c2cc(-c3ccccc3)sc2n1	2.4	26.8	1.2	-1.6	-11.3	-20.0	3.6	-12.0
50	CC1=NC(C)(C)Cc2ccccc21	-14.8	-1.6	-3.3	-5.6	8.2	-27.0	-1.0	-10.2
51	CCc1ccc(/C=N/NC(=O)Cc2ccc(OC)c(OC)c2)s1	-9.3	1.6	-0.7	7.2	-0.4	9.9	-9.0	4.9
52	CC(C)c1ccc(/C=C/C(=O)N2CCc3ccccc3C2)cc1	-1.1	-10.6	-8.4	6.0	2.6	9.0	-9.0	-3.2
53	Cn1c(C(=O)N2CCCCCC2)cc2c(=O)n(C)c3ccccc3c21	13.7	-1.3	2.4	-6.5	2.6	0.8	-5.9	-31.3
54	O=C(Nc1c(-c2ccccc2)nc2ncccn12)c1cc2ccccc2oc1=O	-3.3	4.8	-1.3	-5.1	8.5	15.1	-2.6	6.2
55	CCOC(=O)c1c(-c2ccc(Cl)cc2)c(C#N)c(=O)n(N)c1N	6.2	-0.1	-2.1	-8.3	-2.7	-24.7	-2.7	-11.8
56	COC(=O)[C@@]1(Cc2ccc(OC)cc2)[C@H]2c3cc(C(=O)N(C)C)n(C[C@H](O)CO)c3C[C@H]2CN1C(=O)c1ccccc1	3.6	-3.0	-8.6	-8.7	-6.7	6.5	-9.3	16.6
57	Cc1cc(C)cc(NC(=S)N(Cc2ccc(Br)cc2)Cc2ccc(C(=O)O)cc2)c1	1.4	18.6	5.6	-16.9	19.8	10.0	-0.6	12.0
58	O=C(Nc1ccc(Cl)cc1)c1ccc(-n2cncn2)c([N+](=O)[O-])c1	-3.8	-18.9	2.1	1.4	5.7	-13.9	10.0	-6.8
59	CC(=O)N1c2ccc(S(=O)(=O)N3CCCC3)cc2CC1C(=O)NCc1ccc(OC(C)C)cc1 (configuration not stated)	-4.2	5.5	-4.7	8.1	-3.8	10.1	-4.3	5.6
60	COc1ccc(NC(=O)c2ccc3ccccc3c2)cc1NS(=O)(=O)c1ccc(F)cc1	2.0	-1.8	11.2	0.1	9.5	9.5	-2.0	1.9

# Another view of part of the listing above:
36. COc1ccc(-c2cc3ccc(OCC(C)=O)cc3oc2=O)cc1OC
  SENP7 block: 0.6
  Gli-Sufu block: -50.8
  HKDC1 inhibitor: -4.7
  UBC13 inh: 16.5
  Apaf1 inhib: -0.8
  697 NFkB inh: -52.1
  SENP8 inh: -0.5
  Jurkat NFkB inh: -71.3
37. Cc1ccc(/C=N/NC(=O)c2ccc3ccccc3c2)s1
  SENP7 block: -3.0
  Gli-Sufu block: -16.1
  HKDC1 inhibitor: -12.3
  UBC13 inh: -14.2
  Apaf1 inhib: 12.8
  697 NFkB inh: -40.3
  SENP8 inh: -4.7
  Jurkat NFkB inh: 51.5*

# Screen by screen, as entered above:
# Apaf1 inhib, compounds 37–47, in order: 12.8, 2.4, -13.5, -8.2, 3.6, 2.9, 4.4, 15.3, 0.1, 1.3, 5.9
# SENP8 inh, compounds 37–47, in order: -4.7, -8.5, 1.2, -2.3, -0.5, -8.8, 4.8, -9.1, -4.2, -2.8, 0.6

# Screening results: PubChem, Sanford-Burnham Center for Chemical Genomics
